Assay outcomes deposited in PubChem by NCI.
NCI-60 one-dose screen, 48 h, at 10 µM unless noted. Numbers give growth in % (100 = growth as untreated, 0 = no growth, -100 = all killed).
NCI-H23: NCI-H23 lung cancer; 80,000 tested, 4% active; AID 1794731
HCT-116: HCT-116 colon cancer. 82,000 tested, 7.3% active. AID 1794798
HCT-15: HCT-15 colon cancer. 82,000 tested, 5.2% active
NCI-H226: NCI-H226 lung cancer; 79,000 tested, 3.5% active
NCI/ADR-RES: NCI/ADR-RES ovarian cells; 81,000 tested, 4.4% active; AID 1794790
COLO 205: COLO 205 colon cancer. 79,000 tested, 7.3% active
NCI-H522: NCI-H522 lung cancer | 78,000 tested, 8% active
NCI-H322M: NCI-H322M lung cancer. AID 1794733. 80,000 tested, 2.7% active
NCI-H460: NCI-H460 lung cancer; 82,000 tested, 6.8% active; AID 1794736
Starred values were filed as active, the others as inactive; · = no result given; & = joins results of further samples; ! = repeats disagree. How the source made its calls: active means growth percent below 10; inactive means the rest.

SMILES	NCI-H23	HCT-116	HCT-15	NCI-H226	NCI/ADR-RES	COLO 205	NCI-H522	NCI-H322M	NCI-H460
CCSc1nnc(Cc2ccc(OC)cc2)n1-c1ccc(C)cc1	96	95	106	99	91	107	86	101	107
C=C(C)[C@@H]1CC[C@]2(C(=O)N=C=S)CC[C@]3(C)[C@H](CC[C@@H]4[C@@]5(C)CCC(=O)C(C)(C)[C@@H]5CC[C@]43C)[C@@H]12	33	14	20	49	28	-19*	15	43	6.9*
N#Cc1c(NC(=O)c2ccc(F)c(Cl)c2)sc2c1CCC(=O)C2	-7.9*	0.9*	-39*	18	-12*	-50*	3.2*	54	4.1*
CC12CCC(=O)C=C1CCC1C2C(O)CC2(C)C1CCC2(O)C(=O)CSc1ncnc2nc[nH]c12 (stereo not given)	107	99	98	76	102	104	98	92	101
O=C1/C(=C/c2ccc([N+](=O)[O-])cc2)SC(=Nc2ccccc2)N1Nc1ccccc1	61	27	39	85	46	93	58	61	51
CC1(C)N=C(N)N=C(N)N1c1ccc(OCC(=O)Nc2ccccc2)c(Cl)c1	24	19	97	100	102	83	-7.0*	40	15
CN1CCc2c(sc3ncnc(N/N=C/c4ccc(N(C)C)cc4)c23)C1	·	90	96	87	96	107	103	102	104
CC1N(C(=O)Nc2ccc(Cc3ccc(NC(=O)N4C(C)C4(C)C)cc3)cc2)C1(C)C (stereo not given)	98	95	91	86	107	101	92	103	104
N#CCCCCCn1c2ccccc2c2c3[nH]c(=O)[nH]c(=O)c3c3c4ccccc4n(CCCCCC#N)c3c21	56	28	87	66	89	72	45	43	35
O=C(c1ccc(Cc2n[nH]c(=O)c3cccnc23)cc1)N1CCCCC1	100	101	102	96	107	112	92	·	108
COc1cccc(/C=C/C(=O)c2ccccc2)c1O	101	100	98	93	95	108	89	90	105
O=C1C2CCC(C2)C1CN1CCOCC1 (stereo not given)	109	103	102	108	107	120	93	113	113
O=S(Cc1cc2c(cc1Br)OCO2)c1ccccc1 (stereo not given)	100	117	105	106	106	109	98	108	109
C=CC(C)(CCC=C(C)C)OC(=O)/C=C/c1ccccc1 (stereo not given)	89	90	99	96	95	114	85	104	112
N#Cc1ncc(Cl)c2ccccc12	101	95	104	95	106	·	77	106	105
COc1ccc(/C=N/NC(=O)Cn2nnc3ccccc32)cc1	101	94	104	96	104	109	91	89	97
CC(=O)N1N=C(c2ccccc2)CC1c1[nH]c(C)c(C(=O)NCC(F)(F)F)c1C (stereo not given)	98	113	100	97	104	127	98	101	105
CC1=NCCN1CCc1ccccc1	99	105	109	96	105	115	97	109	108
CN(C)CCCNc1nn2c(=O)c3ccccc3nc2c2ccccc12	54	25	55	53	73	37	·	62	20
CCOC(=O)C1=C(N)Oc2c(sc3c(CC)cccc23)C1c1ccc(OC)cc1 (stereo not given)	89	100	98	90	97	119	89	92	104
O=C(O)CN(CCN(CC(=O)O)CC(=O)O)CCN(CC(=O)O)CC(=O)O	-19*!	3.7*!	9.7*!	90&99&16	-38*!	104&92&23	-28*!	-3.4*!	-51*!
C#CCOC(=O)c1ccc(C)cc1	99	105	104	96	102	101	89	·	104
COc1cc(C2C=C(c3ccc(NCc4nccc(OCC(F)(F)F)c4C)cc3)NC(N)=N2)cc(OC)c1OC (stereo not given)	90	81	83	97	95	133	74	90	92
CCN(CC)CCCCO	106	95	97	88	105	104	·	100	105
COc1cc(/C=C/C(=O)c2c(C)nc3ccccc3c2/C=C/c2ccccc2)cc(OC)c1OC	11	-82*	-6.2*	·	8.1*	4.8*	-21*	21	-33*

Quoted at random: 5 records from the list.
SMILES	NCI-H23	HCT-116	HCT-15	NCI-H226	NCI/ADR-RES	COLO 205	NCI-H522	NCI-H322M	NCI-H460
CCN(CC)CCCCO	106	95	97	88	105	104	·	100	105
N#Cc1c(NC(=O)c2ccc(F)c(Cl)c2)sc2c1CCC(=O)C2	-7.9*	0.9*	-39*	18	-12*	-50*	3.2*	54	4.1*
CCOC(=O)C1=C(N)Oc2c(sc3c(CC)cccc23)C1c1ccc(OC)cc1 (stereo not given)	89	100	98	90	97	119	89	92	104
O=S(Cc1cc2c(cc1Br)OCO2)c1ccccc1 (stereo not given)	100	117	105	106	106	109	98	108	109
CC12CCC(=O)C=C1CCC1C2C(O)CC2(C)C1CCC2(O)C(=O)CSc1ncnc2nc[nH]c12 (stereo not given)	107	99	98	76	102	104	98	92	101

Individual results from the entries so far.
COc1cc(/C=C/C(=O)c2c(C)nc3ccccc3c2/C=C/c2ccccc2)cc(OC)c1OC – HCT-116: -82*
CCSc1nnc(Cc2ccc(OC)cc2)n1-c1ccc(C)cc1 – NCI/ADR-RES: 91
CC1(C)N=C(N)N=C(N)N1c1ccc(OCC(=O)Nc2ccccc2)c(Cl)c1 – COLO 205: 83
O=S(Cc1cc2c(cc1Br)OCO2)c1ccccc1 (stereo not given) – NCI-H226: 106
CC(=O)N1N=C(c2ccccc2)CC1c1[nH]c(C)c(C(=O)NCC(F)(F)F)c1C (stereo not given) – NCI-H522: 98

New compounds follow
SMILES	NCI-H23	HCT-116	HCT-15	NCI-H226	NCI/ADR-RES	COLO 205	NCI-H522	NCI-H322M	NCI-H460
CC(=O)NS(=O)(=O)c1ccc(N=C=S)cc1	101	104	99	103	96	117	110	92	107
Cc1ccc(S(=O)(=O)Nc2ccc(Br)cc2C(N)=O)cc1	108	97	101	96	115	113	101	94	101
CSCC(N)C(=O)O (stereo not given)	98	104	107	92	105	·	95	91	109
O=C(/C=C/c1cccc(Br)c1)c1ccc(Nc2nc(N3CCCCC3)nc(N3CCCCC3)n2)cc1	106	86	103	83	101	111	101	106	104
CCOC(=O)C1=NN2C(O)C3(C)CC(C(=O)OCC)=NN3C(O)C2(C)C1 (stereo not given)	104	104	95	100	103	76	102	102	99
CN(C)c1ccc(C(=C2C=CC(=[N+](C)C)C=C2)c2ccccc2Cl)cc1	-82*	-99*	-31*	-57*	9.9*!	-90*	-56*	-7.3*!	-50*
CN(Cc1ccccc1)c1nc(Cl)c(C2CC(c3ccc(F)cc3)=Cc3[nH][nH]c(=O)c32)s1 (stereo not given)	95	56	105	98	102	119	83	109	109
CNCc1cccc(C)n1	·	107	112	113	107	115	104	104	113
Oc1cccc2c(O)cccc12	94	97	94	91	92	112	65	101	96
N#Cc1c(N)nnn1Cc1cc(=O)oc2ccc(Cl)cc12	101	88	97	90	108	104	92	99	106
Cc1ccc(N(C(=O)C2CC2c2ccc(F)c(F)c2)C(C(=O)NCCN2CCOCC2)c2ccc(Br)cc2)cc1 (stereo not given)	103	74	103	98	108	109	68	94	105
Cc1cc(C(=O)O)cc(C)c1N	97	89	94	103	105	109	89	·	109
CCOC(=O)CSCC(N)=O	103	108	99	103	100	124	101	116	111
COC1CC(C)C(Cl)C(C)C1/C=C/C(=O)O (stereo not given)	101	102	105	107	108	121	94	109	114
c1ccc(OC2CCCCC2N2CCOCC2)cc1 (stereo not given)	102	107	98	93	·	118	105	107	103
CCOC(=O)CC1CSC(N/N=C/c2ccc(O)cc2)=N1 (stereo not given)	102	81	100	105	108	111	97	99	112
Cc1nn(-c2ccc(Br)cc2)c2nc(CCl)[nH]c(=O)c12	103	98	103	102	104	103	85	104	109
COc1ccc(C(=O)COc2cccc(/C=C3\CSc4ccccc4C3=O)c2)cc1	13	-88*	-54*	80	15	105	-63*	62	73
NC(=O)N/N=C/c1ccc([N+](=O)[O-])s1	97	94	77	97	96	81	96	93	95
COC(=O)c1ccccc1Br	107	92	100	104	100	116	94	96	107
CCC1=Cc2cc(OC)ccc2OC12C=Cc1cc(OC)ccc1O2 (stereo not given)	17	14	15	65	12	-6.3*	-24*	50	4.1*
CN(C)c1ccc(/C=C/c2ccnc3ccccc23)cc1	59	25	27	24	29	41	-24*	97	22
C=C(CBr)[C@@H]1CC[C@]2(C(N)=O)CC[C@]3(C)[C@H](CC[C@@H]4[C@@]5(C)CCC(=O)C(C)(C)[C@@H]5CC[C@]43C)[C@@H]12	84	60	67	81	79	82	45	79	65
CSc1[nH]c2ncnc(N)c2c1C#N	91	102	99	74	86	117	83	83	100
O=C(/C=C/c1ccc(F)cc1)c1ccc(Nc2nc(NCCO)nc(Nc3ccc(Cl)cc3)n2)cc1	89	8.7*	27	·	87	·	81	93	62

Remaining list, next part.
SMILES	NCI-H23	HCT-116	HCT-15	NCI-H226	NCI/ADR-RES	COLO 205	NCI-H522	NCI-H322M	NCI-H460
OCCSCCCCCSCCO	103	104	92	95	106	109	100	106	102
Cc1sc2c(c1C)c(=O)nc1c(-c3nc4ccccc4s3)n[nH]n12	89	90	100	87	94	103	91	96	97
O=C1N(Cc2cc(F)cc(C(F)(F)F)c2)c2ccccc2S(=O)(=O)N1c1cccnc1Cl	102	98	100	106	103	116	97	97	100
CCCCCCC(CCCC)COC(=O)c1ccc(Cl)cc1 (stereo not given)	110	104	107	93	115	108	105	111	102
CC1=C(C(=O)Nc2nc(-c3ccc(Cl)cc3)cs2)[C@H](c2ccc(O)cc2)N=C(N)N1	99	83	99	89	98	114	89	104	107
CCCCCCOC(=O)N1CCCCC1CCCC (stereo not given)	104	104	115	102	101	119	99	107	111
COc1cccc2c1CN(C(=O)c1ccc(O)c(C(=O)N3Cc4ccc(OCCC[P+](c5ccccc5)(c5ccccc5)c5ccccc5)cc4C3)c1)C2	75	81	102	87	103	54	78	99	61
C[C@H](c1nc2ccc(F)cc2[nH]1)[C@H]1CC[C@H]2[C@@H]3CCC4=CC(=O)CC[C@]4(C)[C@H]3CC[C@]12C	66	63	66	86	84	70	80	93	85
COc1ccc(/C=c2\c(=O)n(-c3ccccc3)c3nn4c(n23)=NNCC(O)C4)cc1 (stereo not given)	99	108	112	95	100	111	97	104	113
Cc1cc(NC(=O)CNc2nc(Oc3ccc(F)cc3)nc(-c3ccc(F)cc3)n2)ccc1Cl	98	82	102	99	101	112	86	99	99
NS(=O)(=O)c1ccc(-n2ncc(NC(=O)Nc3ccc(F)cc3)c2-c2ccccc2)cc1	100	74	99	97	100	104	89	91	73
COC(=O)/C(=C\c1ccncc1)c1cccc2ccccc12	93	86	95	113	90	92	97	107	95
Cc1nn(-c2ccccc2)c(N(C)Cc2ccccc2)c1C1CC(c2ccc3c(c2)OCO3)=NN1c1cc(Cl)cc(Cl)c1 (stereo not given)	94	62	96	81	92	85	·	97	95
O=C(Cn1nnc2ccccc21)N/N=C/c1ccc(F)cc1	96	100	96	95	101	105	92	80	104
Cc1cc(N)nc(=O)n1C1CC(O)C(CO)O1 (stereo not given)	100	99	102	101	103	110	93	94	102
COc1ccc(C(=O)Oc2c(Cl)c(Cl)c(Cl)c(Cl)c2Cl)cc1	91	91	94	102	92	114	70	103	100
CCCCCN1C(=O)/C(=c2\sc3n(c2=O)NC2C(N=3)N(CC)C(=O)N2CC)c2cccc(C)c21 (stereo not given)	100	93	91	93	97	108	89	101	106
CCOC(=O)c1c(/N=C2\SC(=O)/C(=C\C(=O)OC)N2c2ccccc2)sc2c1CCN(C(=O)OCC)C2	91	79	67	83	82	94	61	95	91

Structures above that contain a thiophene ring, fused or not:
SMILES	NCI-H23	HCT-116	HCT-15	NCI-H226	NCI/ADR-RES	COLO 205	NCI-H522	NCI-H322M	NCI-H460
N#Cc1c(NC(=O)c2ccc(F)c(Cl)c2)sc2c1CCC(=O)C2	-7.9*	0.9*	-39*	18	-12*	-50*	3.2*	54	4.1*
CN1CCc2c(sc3ncnc(N/N=C/c4ccc(N(C)C)cc4)c23)C1	·	90	96	87	96	107	103	102	104
CCOC(=O)C1=C(N)Oc2c(sc3c(CC)cccc23)C1c1ccc(OC)cc1 (stereo not given)	89	100	98	90	97	119	89	92	104
NC(=O)N/N=C/c1ccc([N+](=O)[O-])s1	97	94	77	97	96	81	96	93	95
Cc1sc2c(c1C)c(=O)nc1c(-c3nc4ccccc4s3)n[nH]n12	89	90	100	87	94	103	91	96	97
CCOC(=O)c1c(/N=C2\SC(=O)/C(=C\C(=O)OC)N2c2ccccc2)sc2c1CCN(C(=O)OCC)C2	91	79	67	83	82	94	61	95	91

Random draw from the library, and some 13% of all compounds hit somewhere here.
